SENP7 block: inhibitors of human SENP7 protease | Q9BQF6 | recombinant SENP7, Z-RLRGG-aminoluciferin luminescence, 40 min | inhibition, % at 5 µM | 330,000 tested, 1.5% active;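 active = inhibition above about 50% at the single test dose, limit read from the data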;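 also: plate controls were DMSO with enzyme for no effect and no enzyme buffer wells for full effect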
SENP6 inh: SENP6 protease inhibition; Recombinant SENP6 catalytic domain, aminoluciferin luminescence; inhibition, % at 10 µM; 330,000 tested, 1.8% active; AID 2599;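 active = inhibition above about 50% at the single tested dose, limit read from the data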;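 also: plate controls were DMSO wells with enzyme for no effect and DMSO wells lacking enzyme for full effect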
Target sequence (Q9GZR1 628-1112 limits assumed): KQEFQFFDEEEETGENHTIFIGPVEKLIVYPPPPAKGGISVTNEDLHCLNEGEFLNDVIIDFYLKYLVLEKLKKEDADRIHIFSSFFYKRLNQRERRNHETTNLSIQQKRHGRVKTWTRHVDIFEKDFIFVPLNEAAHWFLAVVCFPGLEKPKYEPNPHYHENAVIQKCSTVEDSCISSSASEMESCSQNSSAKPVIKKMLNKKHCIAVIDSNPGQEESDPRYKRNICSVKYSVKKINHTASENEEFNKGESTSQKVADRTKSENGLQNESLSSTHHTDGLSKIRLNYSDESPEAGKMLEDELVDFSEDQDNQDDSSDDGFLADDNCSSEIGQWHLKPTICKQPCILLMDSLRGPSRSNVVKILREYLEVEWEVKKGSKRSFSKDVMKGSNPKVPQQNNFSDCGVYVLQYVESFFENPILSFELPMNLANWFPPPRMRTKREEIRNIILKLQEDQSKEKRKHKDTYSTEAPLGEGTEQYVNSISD
SENP8 block-1: inhibitors of human SENP8 protease | Q96LD8 | AID 2540 | inhibition, % at 10 µM | purified SENP8, Z-RLRGG-aminoluciferin cleavage, luminescence | 330,000 tested, 1.2% active; in the data active = inhibition above about 50%
Target sequence (Q96LD8 whole entry, looked up): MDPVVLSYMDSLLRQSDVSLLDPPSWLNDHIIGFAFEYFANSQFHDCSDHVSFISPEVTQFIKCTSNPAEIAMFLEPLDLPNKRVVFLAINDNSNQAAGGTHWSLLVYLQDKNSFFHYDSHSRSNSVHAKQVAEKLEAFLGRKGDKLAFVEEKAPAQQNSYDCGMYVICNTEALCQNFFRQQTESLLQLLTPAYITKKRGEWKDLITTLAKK
SENP8 block-2: inhibitors of human SENP8 protease. inhibition, % at 20 µM. recombinant SENP8, Nedd8 substrate fluorescence. 360,000 tested, 0.64% active. AID 602440. Q96LD8; in the data active = inhibition mostly above about 40%, no sharp cut-off; inactive = mostly below about 27%
SENP1 FRET inh: blocks the human SENP1 SUMO protease catalytic domain; Q9P0U3; recombinant SENP1 catalytic domain, CyPet-SUMO1-YPet FRET cleavage; inhibition, % at 10 µM; 360,000 tested, 0.21% active;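 active = inhibition at least 30% at 10 µM, raw YFP signal under a set limit, fluorescence ratio 0.5 to 1.5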;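 also: 0% = enzyme with DMSO and 100% = no enzyme wells; some results filed as inactive read as strong as hits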
Target sequence (Q9P0U3 419-644 limits assumed): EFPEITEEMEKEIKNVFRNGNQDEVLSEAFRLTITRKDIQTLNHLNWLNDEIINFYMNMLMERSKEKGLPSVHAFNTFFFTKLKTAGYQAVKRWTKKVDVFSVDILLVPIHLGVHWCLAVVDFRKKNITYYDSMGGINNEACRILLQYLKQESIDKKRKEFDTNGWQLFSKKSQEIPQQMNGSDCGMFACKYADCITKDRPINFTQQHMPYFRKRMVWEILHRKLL
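Test system: hSENP1 catalytic domain, recombinant; Amount: 20 pM final SENP1 enzyme; Medium: Tris pH 8 buffer plus EDTA, NaCl, BME, BSA, NP40, catalase; Schedule: 50 min enzyme reaction, room temperature, light-protected; Technique: FRET fluorescence in CFP and YFP emission channels; Controls: no-enzyme wells low, DMSO-plus-enzyme wells high control.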
Apaf-1 inh: blocks human Apaf-1 apoptosome activity | O14727 | reconstituted apoptosome caspase-3 activity, DEVD-Rh110 fluorescence | inhibition, % at 20 µM | 330,000 tested, 0.71% active; active = inhibition of at least 40% at 20 µM;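 also: plate controls were DMSO wells for no effect and DEVD-CHO caspase inhibitor wells for full effect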
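Material: reconstituted apoptosome with Apaf-1, cytochrome c, caspase-9, procaspase-3, dATP / Buffer or medium: pH 7.5 Hepes buffer with CHAPS, BSA, DTT / Also added: cytochrome c with DEVD-Rh110 / Schedule: compound with Apaf-1, dATP, procaspase-3 30 min, then 50 min reaction, room temperature / Technique: rhodamine 110 fluorescence at Ex 480/Em 540 nm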
UBC13 inh: blocks human UBC13 polyubiquitin chain formation | inhibition, % at 20 µM | P61088 | AID 485273 | 330,000 tested, 0.47% active | TR-FRET; in the data active = inhibition above about 45%, passing the limit was not always enough
Target sequence (P61088 whole entry, looked up): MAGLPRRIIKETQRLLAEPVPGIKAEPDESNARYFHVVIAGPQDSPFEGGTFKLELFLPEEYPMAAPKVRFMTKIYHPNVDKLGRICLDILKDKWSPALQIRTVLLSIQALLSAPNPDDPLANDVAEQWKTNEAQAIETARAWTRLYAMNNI
A3G deaminase: blocks human APOBEC3G single-stranded DNA deamination; recombinant A3G, ssDNA deamination FAM/TAMRA fluorescence; 330,000 tested, 0.28% active; AID 493012; Q9HC16; inhibition, % at 20 µM;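 active = inhibition of at least 40% at 20 µM, with no more than 30% in the related APOBEC3A deaminase screen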;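 also: plate controls were DMSO wells with A3G for no effect and wells lacking A3G enzyme for full effect; some compounds called inactive have numbers as strong as hits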
An asterisk follows results filed as active; . = not tested or not shown. Hits appear at their usual frequency; 3.6% or so of the library scored in one or more.

Order of values – SENP7 block	SENP6 inh	SENP8 block-1	SENP8 block-2	SENP1 FRET inh	Apaf-1 inh	UBC13 inh	A3G deaminase
CCCCCCC(=O)N1C/C=C\C(c2ccc(OC)cc2)N(Cc2ccc(F)cc2)C(=O)C1 (stereo not drawn)
→ -11	-27	-6	18	0	21	11	-13
CCc1ccc(CN(C)C(=O)CCc2nnc(CCc3ccccc3OC)o2)nc1
→ -7	-12	-9	3	1	6	-8	-11
CCCc1cc(=O)oc2c(CN3CCOCC3)c(O)ccc12
→ 1	0	4	-487	-131	5	8	-2
CC(=O)Nc1ccc(S(=O)(=O)N(C)CC(=O)OCC(=O)N2CCCC2=O)cc1
→ 3	-13	-5	8	2	-2	4	-9
CN(C)S(=O)(=O)c1ccc(C(=O)NCc2nnc(SCC(=O)NCc3ccco3)o2)cc1
→ -7	-5	3	9	3	8	-2	-4
CC(=O)Nc1ccc(NC(=O)C2CCCCN2S(=O)(=O)c2ccc(C(C)(C)C)cc2)cc1 (stereo not drawn)
→ -3	-14	-7	6	1	24	-10	-4
O=C(c1ccccc1)c1ccc2nc(N3CCN(C(=O)c4ccco4)CC3)c3nncn3c2c1
→ 1	1	3	-66	-2	21	1	-4
COc1ccc(Cc2noc(CN(C)Cc3cccc(-n4cccn4)c3)n2)cc1OC
→ 0	-5	-2	1	2	4	-5	-1
CCOc1ccc(CNS(=O)(=O)c2c(C)nc3sccn3c2=O)cc1OC
→ 0	-4	2	14	0	-1	2	-6
CCn1c(O)c(C=NCCN2CCOCC2)sc1=S
→ 9	-11	5	27	1	-3	-4	3
CC(=O)C1=C(O)C(=O)N(c2ccc(O)cc2)C1c1ccccc1 (stereo not drawn)
→ 9	9	-2	-14	-5	-5	2	-6
CC1=CS/C(=C(/C#N)C(=O)N2CCCCC2)N1c1ccccc1
→ -12	-6	-10	26	2	8	-9	-6
COCOc1ccc(C=O)c(O)c1
→ -1	-5	4	29	2	-5	0	-7
CCOC(=O)c1cnn(CCOC(=O)C2CC2)c1NC(=O)C1CC1
→ -3	-2	6	10	-3	-25	12	-8
C=CCNS(=O)(=O)NC(=O)C1=C(N2CCCC2)COC1=O
→ 3	8	-6	8	-3	11	-5	-3
COc1ccccc1-c1c(NC(=O)C(C)C)n(C)c2ccccc2c1=O
→ -4	-7	0	-242	1	-11	12	-10
Cn1c(C(=O)N[C@@H](C(=O)O)c2ccccc2)cc2cc(F)ccc21
→ 4	5	5	-5	2	-1	9	-7
CCOc1cc(-c2cc(-c3ccc(NC(C)=O)cc3)nc(N)c2C#N)ccc1O
→ -6	-4	0	-311	-24	-1	4	-9
O=C(NCCC(c1ccccc1)c1ccccc1)c1cnc2sccn2c1=O
→ -3	4	0	-301	-11	9	3	-11
O=C(NC1CC1)C1CCN(c2ncccn2)CC1
→ 4	-13	-2	-37	2	-1	10	-13
COc1ccccc1NC(=O)Nc1nc(CC(=O)NCc2ccccn2)cs1
→ 5	-4	-4	10	-2	9	-2	1
Cc1cc(C)c(S(=O)(=O)N2CCCC(C(=O)N3CCCC3)C2)c(C)c1 (stereo not drawn)
→ 8	1	-9	-2	1	2	-1	-3
CC(=O)NC1C(=O)N(Cc2ccccc2)c2ccc(Br)cc21 (stereo not drawn)
→ 11	9	3	12	-2	-5	-9	-6
CCCCC(O)(c1ccc(CC)cc1)C(CN1CCOCC1)c1ccccc1 (stereo not drawn)
→ -8	-27	-2	17	1	30	-5	-8
Oc1ccccc1C=Nc1cccc2ccccc12
→ 21	49	41	-285	1	20	5	-1
CC1(C)CC(=O)C2=C(C1)Nc1ccccc1S2
→ 1	-1	0	13	46*	-13	-39	-2
CCCS(=O)(=O)N1CCN(Cc2ccccc2C(F)(F)F)CC1
→ 1	0	4	13	0	-19	4	-3
Cc1cc(C)c2nc(C)cc(Nc3ccc(C(=O)N4CCOCC4)cc3)c2c1
→ 6	-7	-10	-425	1	-8	-8	6
COc1cccc2[nH]c(C(=O)NN)c(N)c12
→ 1	-22	2	-212	-17	-1	-6	-4
CCCC1CCc2c(sc(NC(=O)OCC)c2C#N)C1 (stereo not drawn)
→ -5	-10	1	25	-3	12	-24	-6
CCOC(=O)C(=O)Nc1ccc(S(=O)(=O)N2CCOCC2)cc1OC
→ 8	-16	-1	14	2	-25	-2	2
Cc1ccccc1C(=O)N(CC(=O)Nc1sc(C)c(C)c1C(N)=O)C1CCCC1
→ 1	-6	10	6	-4	12	5	-7
CC1(c2cccc([N+](=O)[O-])c2)CC(C)(C)N(C(=O)c2ccccc2)c2ccccc21 (stereo not drawn)
→ -3	-5	-9	15	3	6	-9	2
O=C(CCCCCNC(=O)N1CCn2c1nc1ccccc12)NCc1ccccc1Cl
→ 4	1	-5	7	-1	11	0	-6
CCCn1nnnc1SCC(=O)NCc1ccc(OC)cc1
→ 6	0	-7	6	1	0	4	0
CC1(C)CC2CC(C)(CN2C(=O)c2ccccc2)C1 (stereo not drawn)
→ -2	-17	-9	21	0	2	-6	-5
COCCn1c(-c2ccccc2)nc2oc3ccccc3c(=O)c2c1=O
→ 11	-5	3	7	3	9	-7	2
CCOC(=O)C(NC(C)=O)C(OC(C)=O)c1cccc(N(CCO)CCO)c1 (stereo not drawn)
→ 1	-11	3	9	2	10	-2	-1
O=C(COC(=O)C12CC3CC(CC(C3)C1)C2)NCc1ccco1
→ 16	-11	7	14	1	6	-6	6
Cc1cc(C)n2nc(C(=O)N/N=C/C=C/c3ccccc3)nc2n1
→ 2	-4	1	-30	2	-12	-7	3
CN(CC(=O)Nc1cccc(F)c1)C(=O)CN1C(=O)NC2(CCCC2)C1=O
→ -7	7	0	0	2	-9	7	-8
CC(C)n1c(N2CCN(CC(=O)Nc3ccc4c(c3)OCCO4)CC2)nc2ccccc21
→ -3	-16	5	6	-3	2	14	-7
CC1SC(=S)N(c2ccc(N(C)C)cc2)C1=O (stereo not drawn)
→ 17	9	4	26	0	4	1	-9
CC(C)CN(C(=O)CSc1nc2ccccc2[nH]1)C1CCS(=O)(=O)C1 (stereo not drawn)
→ 1	-13	-10	0	2	4	-12	0
Cc1c(NC(=S)NC(=O)c2ccccc2)c(=O)n(-c2ccccc2)n1C
→ 5	3	1	-9	1	-14	3	-7
CCOc1ccc(-c2[nH]ncc2Oc2ccccc2OCC)c(O)c1
→ 1	-21	3	19	0	7	30	-5
COCC(=O)N1CCN(c2nc3ccccc3o2)CC1
→ -3	-1	-20	8	-1	-5	-6	-5
COc1ccccc1N1C(=S)N=C(Nc2c(C)cccc2C)C12CCCC2
→ -4	-12	4	13	0	0	2	-12
CCOC(=O)C1CCN(CCC(=O)Nc2cc(C)ccc2C)CC1
→ -2	-4	-2	15	-10	5	0	-3
CCN(CC(=O)Nc1c(F)cccc1F)C(=O)CCC(=O)c1ccc(C)cc1
→ -3	-6	11	-9	0	6	2	-4
[O-][n+]1c2ccccc2c2n1CCCN=C2c1ccc(Cl)cc1
→ -6	-10	0	-7	-1	12	-3	-1
CCn1c(NC(=O)c2nn(C)cc2Br)nc2ccccc21
→ -3	-7	-15	-49	0	6	-13	-8
COCCCN(C(=S)Nc1c(C)cc(C)cc1C)C(C)c1ccccn1 (stereo not drawn)
→ -1	-8	-1	16	0	7	-2	-3
O=C1CCC/C=C\C[C@@H](CC(=O)N(CCO)Cc2ccccc2)C(=O)NCCO1
→ -7	-15	-12	20	-1	12	-4	-9
CCn1c(SCC(=O)Nc2nccs2)nnc1-c1ccccc1
→ 8	-12	3	12	1	-12	-4	2
CCCCn1c(N)c(N(C)C(=O)C2CCCC2)c(=O)[nH]c1=O
→ 1	10	3	11	-6	-4	-2	-2
COc1ccc(N2CCN(CC(O)COc3ccc(F)cc3)CC2)cc1 (stereo not drawn)
→ -5	9	-10	18	2	8	-5	-7
Cc1cccc(C)c1-n1c(C)cc(/C=N/NC(=O)c2ccncc2)c1C
→ 1	7	11	5	-1	7	6	2
O=C(CNc1n[nH]c(=O)[nH]c1=O)N/N=C/c1ccccc1
→ 0	-4	2	.	.	-15	1	-2
O=C(NCCCN=C1NS(=O)(=O)c2ccccc21)c1ccccc1Cl
→ 1	-21	2	0	2	2	3	2

Rewritten with bars between the fields: part of the list above
canonical_smiles | SENP7 block | SENP6 inh | SENP8 block-1 | SENP8 block-2 | SENP1 FRET inh | Apaf-1 inh | UBC13 inh | A3G deaminase
CCn1c(SCC(=O)Nc2nccs2)nnc1-c1ccccc1 | 8 | -12 | 3 | 12 | 1 | -12 | -4 | 2
COCC(=O)N1CCN(c2nc3ccccc3o2)CC1 | -3 | -1 | -20 | 8 | -1 | -5 | -6 | -5
COCCCN(C(=S)Nc1c(C)cc(C)cc1C)C(C)c1ccccn1 (stereo not drawn) | -1 | -8 | -1 | 16 | 0 | 7 | -2 | -3
[O-][n+]1c2ccccc2c2n1CCCN=C2c1ccc(Cl)cc1 | -6 | -10 | 0 | -7 | -1 | 12 | -3 | -1

Next part:
Order of values – SENP7 block	SENP6 inh	SENP8 block-1	SENP8 block-2	SENP1 FRET inh	Apaf-1 inh	UBC13 inh	A3G deaminase
CCn1c(SC(C)C(=O)Nc2nnc(C)s2)nnc1-c1ccco1 (stereo not drawn)
→ 3	-19	-3	7	1	2	3	-8
O=C(CC(C(=O)O)c1cccc(Br)c1)c1ccc(Cl)cc1 (stereo not drawn)
→ -1	-3	-4	23	1	0	1	-11
N#CCC(=O)Nc1ccc(C(=O)NNC(=S)NC2CCCCC2)cc1
→ -1	-11	2	1	1	-2	17	-8
CCCc1nc(-c2ccccc2)c(-c2ccc(OC)c(OC)c2)c(=O)[nH]1
→ -10	-1	-3	-255	1	3	17	1
COc1cc(/C=C/C(=O)O)cc(S(=O)(=O)Nc2ccccc2Cl)c1OC
→ 0	6	-1	7	2	1	0	-1
Cc1cc(C)c(C#N)c(SCc2c(F)cccc2[N+](=O)[O-])n1
→ 7	-13	-5	11	3	8	6	0
C=CCN1C(=O)/C(=C/C(=O)OC)S/C1=N\NC(=O)c1ccccc1
→ -2	-53	-6	17	1	4	-4	-10
C/C(=N\NC(=O)c1ccn(C)n1)c1ccc(NC(=O)c2cccc(F)c2)cc1
→ -3	-15	-6	1	1	6	0	-3
COc1cc(NC(=O)C2CCC(=O)N2S(=O)(=O)c2ccc(C)cc2)cc(OC)c1 (stereo not drawn)
→ 6	4	6	11	0	2	5	-12
c1ccc(-c2noc(C3CCCCC3)n2)nc1
→ 55*	59*	24	25	1	2	5	-1
C[C@@H](NC(=O)c1cc2c([nH]c3ccccc32)c(-c2ccccc2)n1)C(=O)O
→ 2	11	-1	-258	-4	9	3	-5
Cc1ccc(C(=O)Nc2cc([N+](=O)[O-])ccc2C)cc1
→ 2	-9	2	14	-1	-9	5	-9
Oc1c(C(c2ccco2)N2CCN(C(c3ccccc3)c3ccccc3)CC2)sc2ncnn12 (stereo not drawn)
→ -12	-27	-17	-6	-9	33	-28	-15
CCCN(CCC)S(=O)(=O)c1cc(Br)cc2c1N(C(=O)CC)CC2
→ 14	17	3	30	4	16	-2	2
COc1ccc(-c2c(C)n([O-])c3c([n+]2=O)CCCCC3)cc1
→ 12	-4	0	15	1	2	1	-3
CCc1ccc(C(C(=O)NCc2ccccc2)N(C(=O)c2csnn2)C2CC2)cc1 (stereo not drawn)
→ 6	0	-2	7	3	3	4	-9
CC1=C(C(=O)Nc2ccccc2C(=O)NCCCOC(C)C)SCCO1
→ -6	-7	2	9	1	2	0	-9
O=C(Nc1ccc(-c2nc3cccnc3s2)cc1)C1CCCO1 (stereo not drawn)
→ 94*	93*	90*	-384	-23	0	8	-6
CCOC(=O)c1ccc(NC(=O)CSc2nnc(COc3ccccc3OC)n2C)cc1
→ -14	-24	-9	18	2	21	-4	-8
